# Screens from PubChem BioAssay.
# MEP2-GFP yeast: modulators of MEP2-GFP levels in yeast, primary screen, S. cerevisiae, multiplex flow cytometry, MLPCN library. S. cerevisiae MEP2-GFP strain, 3 h; 100% = DMSO control level. GFP response vs DMSO, % at 10 µM. 330,000 compounds, 0.51% hits. AID 2016, 2009;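 active = GFP response versus DMSO above a set limit, roughly screen mean plus 3 SD, cut at about 180% in these data; inconclusive = fewer than 70 cells counted for a yeast strain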;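 also: median GFP fluorescence of the barcode-gated MEP2-GFP cells per well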
# RPL19A-GFP yeast: RPL19A-GFP expression modulators in yeast, primary screen, cell-based, S. cerevisiae, multiplex flow cytometry, MLPCN; S. cerevisiae RPL19A-GFP strain, 3 h; hits give low values; 330,000 compounds, 0.3% hits; AID 2025, 2009; percent response vs DMSO, % at 10 µM;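 active = percent response vs DMSO below 50%; inconclusive = fewer than 70 events counted for the yeast strain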;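 also: median channel GFP fluorescence of the barcoded RPL19A-GFP strain; ratio of sample median GFP to plate DMSO average so 100% = DMSO; lower means less RPL19A-GFP as with rapamycin TOR inhibition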
# GASC-1 inh: inhibitors of GASC-1 histone demethylase, primary screen, biochemical, fluorescence, DELFIA europium; Lysine-specific demethylase 4C (Homo sapiens), Q9H3R0; GST-JMJD2C(1-420) H3K9me3 demethylation; inhibition, % at 2.35 µM; 330,000 compounds, 0.069% hits;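 active = more than half of a compound's replicate wells show inhibition beyond 50%, single wells judged on their own value; inconclusive = some, but no more than half, of replicates pass 50% inhibition; inactive = no replicate passes 50% inhibition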;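 also: signal counts dimethyl H3K9 product captured on neutravidin plate; 0% = median of DMSO wells and 100% = 0.3 times that DMSO median; strong numbers were not always called active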
# Target sequence (Q9H3R0 1-420 limits assumed): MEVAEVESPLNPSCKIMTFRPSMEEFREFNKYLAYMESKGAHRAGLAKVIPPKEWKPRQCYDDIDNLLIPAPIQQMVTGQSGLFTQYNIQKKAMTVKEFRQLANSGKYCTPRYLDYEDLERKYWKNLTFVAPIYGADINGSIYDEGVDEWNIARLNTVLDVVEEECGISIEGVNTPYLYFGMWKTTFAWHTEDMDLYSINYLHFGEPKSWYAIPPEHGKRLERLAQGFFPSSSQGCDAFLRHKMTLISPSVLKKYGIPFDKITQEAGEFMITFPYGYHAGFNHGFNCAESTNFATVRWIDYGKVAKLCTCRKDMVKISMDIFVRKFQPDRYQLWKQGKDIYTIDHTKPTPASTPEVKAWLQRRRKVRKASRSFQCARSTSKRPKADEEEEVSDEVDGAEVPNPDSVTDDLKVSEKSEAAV
# GRK2 aptamer HTS: compounds blocking aptamer binding on GRK2 – biochemical, human GRK2, bead flow cytometry, HTS, primary screen | 330,000 compounds, 0.59% hits | AID 488847, 2010 | FAM-aptamer displacement from GRK2 | inhibition of aptamer binding, % at 10 µM | Beta-adrenergic receptor kinase 1 (Homo sapiens), P25098;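 active = inhibition of aptamer binding above 40%, roughly 3 SD of noise, on plates passing a quality check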;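 also: median bead fluorescence of bound FAM aptamer so fluorescent compounds give negative values; no value below 0 was filed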
# Target sequence (P25098 whole entry, looked up): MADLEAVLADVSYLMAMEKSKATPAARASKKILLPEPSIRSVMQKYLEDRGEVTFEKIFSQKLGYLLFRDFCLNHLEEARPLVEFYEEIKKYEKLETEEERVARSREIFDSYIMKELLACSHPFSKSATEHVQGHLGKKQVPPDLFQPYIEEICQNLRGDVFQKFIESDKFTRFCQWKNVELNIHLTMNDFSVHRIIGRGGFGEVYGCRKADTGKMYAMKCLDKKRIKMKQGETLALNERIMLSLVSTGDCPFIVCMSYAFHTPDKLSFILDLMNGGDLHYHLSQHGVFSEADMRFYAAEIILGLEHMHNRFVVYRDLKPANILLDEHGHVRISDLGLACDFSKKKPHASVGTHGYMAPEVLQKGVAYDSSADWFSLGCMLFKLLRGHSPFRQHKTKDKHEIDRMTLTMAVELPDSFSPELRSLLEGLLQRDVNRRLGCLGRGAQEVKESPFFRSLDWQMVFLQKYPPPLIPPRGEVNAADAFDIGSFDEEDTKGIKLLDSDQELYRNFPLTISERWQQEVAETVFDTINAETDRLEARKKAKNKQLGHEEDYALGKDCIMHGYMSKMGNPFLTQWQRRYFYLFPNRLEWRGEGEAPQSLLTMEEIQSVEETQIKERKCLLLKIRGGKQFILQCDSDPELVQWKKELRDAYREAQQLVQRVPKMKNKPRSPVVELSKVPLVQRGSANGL
# CIT2 TOR yeast: modulators of CIT2-GFP expression in yeast, primary screen, S. cerevisiae, GFP fusion, multiplex flow cytometry, MLPCN library; 320,000 compounds, 0.065% hits; GFP response vs DMSO, % at 10 µM; S. cerevisiae CIT2-GFP strain, 3 h; 100 means same as DMSO wells; AID 2029, 2009;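 active = GFP response relative to DMSO above a set limit, near the screen mean plus 3 SD, cut at about 150% in these data; inconclusive = Fewer than 70 cells measured for a yeast strain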;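 also: ratio of well median GFP fluorescence to mean of DMSO wells on the plate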
# LAP4-GFP MLPCN: modulators of LAP4-GFP expression in yeast, primary screen, S. cerevisiae, multiplex flow cytometry, MLPCN library. GFP response vs DMSO, % at 10 µM. 3 h; median GFP as percent of DMSO wells. 320,000 compounds, 0.34% hits;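 active = GFP response vs DMSO above a set limit, about the screen mean plus 3 SD, cut at about 150% in these data; inconclusive = under 70 cell events counted for the yeast strain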
# AGP1-GFP MLPCN: modulators of AGP1-GFP expression in yeast TOR pathway, primary screen, cell-based, multiplex flow cytometry, S. cerevisiae, MLPCN library; 3 h; GFP as percent of DMSO wells; GFP response vs DMSO, % at 10 µM; 320,000 compounds, 0.02% hits; AID 2066, 2009;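 active = GFP response relative to DMSO above a set limit, near screen average plus 3 SD, cut at about 150% in these data; inconclusive = fewer than 70 cells counted for the yeast strain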;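 also: median GFP channel fluorescence of the gated AGP1 strain per well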
# VLA-4 inh: inhibition in human VLA-4 binding assay, primary screen, VLA-4 allosteric modulator project, MLPCN library, flow cytometry, VLA-4 expressing cells; 330,000 compounds, 0.2% hits; ligand binding flow cytometry; Integrin alpha-4 (Homo sapiens), P13612; AID 2557, 2010; inhibition, % (about 7 µM as worked out from the volumes in the protocol); in the data active = inhibition above about 50%
# Starred values were filed as active, the others as inactive; ? = inconclusive; . = no result given; & = joins results of further samples. This is a random part of the collection. Share with any hit: about 1.7%.
SMILES,MEP2-GFP yeast,RPL19A-GFP yeast,GASC-1 inh,GRK2 aptamer HTS,CIT2 TOR yeast,LAP4-GFP MLPCN,AGP1-GFP MLPCN,VLA-4 inh
Cc1ccc(N(C(=O)Cn2nnc3ccccc32)C(C(=O)NC2CCCCC2)c2cn(C)nc2C)cc1 (stereo unspecified),102.9,99.7,-12.4&-14.2,0.0,103.0,93.5,98.3,1.1
CC(C)CC(=O)Nc1ccc(-c2cn3cccnc3n2)cc1,108.4,108.6,3.4,1.0,100.9,99.7,93.6,5.8
CCCCCC(=O)Nc1cc(S(=O)(=O)N2CCOCC2)ccc1N1CCCC1,88.0,95.8,6.3,2.0,91.4,80.3,89.8,8.6
COc1ccccc1NC(=O)c1ccc(NC(=O)CSc2n[nH]c(N)n2)cc1,109.5,114.7,9.8,2.0,109.5,100.2,109.7,-0.8
O=C(OCC(=O)N1CCOCC1)c1ccc(Cl)nc1,106.1,100.6,4.6,6.0,105.3,101.7,105.3,3.9
COc1ccc(-c2cccc(C3CC=CC4C3C(=O)N(Cc3ccccc3)C4c3ccc(OC)c(Cl)c3)c2)cc1 (stereo unspecified),111.7,104.2,-0.4,1.0,102.3,102.6,105.0,-19.0
COc1ccc(-n2nc(C(=O)Nc3ccc4c(c3)OCO4)c3ccccc3c2=O)cc1,96.4,95.0,-3.1,3.0,99.3,98.2,100.2,2.1
Cc1ccc2nc(SCc3nc4c(cnn4-c4ccccc4)c(=O)[nH]3)[nH]c2c1,95.5,91.0,3.0,2.0,84.9,92.0,87.8,7.1
CC(C)(C)OC(=O)N1CCN(C(=O)c2[nH]cnc2C(=O)Nc2cccc(Cl)c2)CC1,84.8,96.8,-9.1,2.0,91.8,101.7,97.4,-13.1
O=C1C=C(c2cc3ccccc3s2)C[C@@H](c2ccc3c(c2)OCO3)C1,95.0,98.8,5.5,0.0,100.2,88.9,74.6,17.2
CC(C)CNC(=O)CO/N=C/c1ccccc1Cl,106.6,99.9,-4.0,2.0,97.3,116.5,107.7,10.1
c1ccc(CCSc2ncnc3nc[nH]c23)cc1,102.7,103.4,22.0,2.0,102.3,85.8,96.3,1.2
CCn1cc(C(=O)OCC(=O)c2cc(C)n(-c3ccccc3F)c2C)c(=O)c2ccc(C)nc21,104.0,98.6,5.5,2.0,100.0,93.3,102.7,13.6
COc1ccc(-c2nc(-n3c(C)c(C(C)=O)c(C(C)=O)c3C)sc2C)cc1OC,96.6,99.2,3.1,22.0,102.0,98.9,100.7,2.9
Cc1cccc(N(C)S(=O)(=O)c2ccc3[nH]c(=O)c(=O)[nH]c3c2)c1,105.6,100.9,-1.4,1.0,100.3,104.3,108.9,-13.1
C/C(=C\c1ccco1)CN1CCN(Cc2ccc(C)o2)C(CCO)C1 (stereo unspecified),100.2,97.8,-8.6,0.0,106.8,98.5,100.0,3.1
Cc1sc2nc(CN3CCCC3)nc(Cl)c2c1C,96.5,98.0,6.6,1.0,105.1,95.6,95.6,-11.8
C[C@]12C(=O)N(c3ccc(F)cc3)C(=O)N1[C@@H]1c3ccccc3OC[C@@H]1[C@H]2c1ccccc1,91.3,92.6,-1.0,0.0,67.5,103.5,79.9,17.9
Cc1cccc(NC(=O)CC2C(=O)NC3CCCCC3N2C(=O)c2ccccc2Cl)c1 (stereo unspecified),96.0,98.6,11.3,2.0,94.8,106.8,111.8,20.4
CCOC(=O)c1c(NC(=O)c2ccc(Br)o2)sc2c1CCCC2,106.5,98.4,-3.1,1.0,103.2,103.8,101.4,-3.9
Cc1ccc(S(=O)(=O)N2CCN(C(=O)CCC(=O)N3CCc4ccccc43)CC2)cc1,97.5,100.8,-15.2,2.0,91.7,112.6,103.7,5.4
CCCn1cnc2cc(NCc3cccc(OC)c3)ccc21,104.1,97.7,15.7,2.0,95.3,102.9,96.5,9.1
COc1cc(C(F)(F)F)c(C(=O)N(C)Cc2cc(Cl)cc(Cl)c2)cn1,107.0,105.1,15.1,0.0,109.3,125.7,110.8,11.8
CC(=O)c1cccc(NC(=O)c2ccoc2C)c1,98.3,95.3,-7.1,0.0,105.6,99.5,93.8,24.3
O=C(CC1SC(=Nc2ccccc2)N(Cc2ccccn2)C1=O)Nc1cccc(Cl)c1 (stereo unspecified),106.3,109.9,-15.5,4.0,113.0,84.6,104.4,1.4
Cc1ccc(-n2c(=O)[nH]c3cc(C(=O)NC4CCN(Cc5ccccc5)CC4)ccc3c2=O)cc1,103.5,102.0,-6.6,0.0,105.6,101.2,104.6,3.7
OC(c1cccc(OCc2ccccc2)c1)c1nnc(-c2ccccc2)o1 (stereo unspecified),101.7,92.0,-11.3,0.0,89.4,93.6,91.1,-9.9
O=C(NNC(=O)C1CCN(S(=O)(=O)c2ccc(Cl)cc2)CC1)c1ccncc1,97.8,100.8,0.3,2.0,87.5,98.6,99.8,3.5
Nc1nc(N)nc(-c2ccccn2)n1,104.5,101.2,-21.1,0.0,104.2,97.3,116.2,-5.6
CC1(C)Cc2nc(NCCCO)c(C#N)cc2CO1,94.1,100.9,-2.4,0.0,98.1,90.2,109.9,1.8
C=CCOc1ccccc1CNc1cccc(F)c1,98.8,99.5,-5.4,1.0,87.9,105.2,92.3,5.8
N/N=C(\Cc1cscn1)c1ccc(O)cc1O,97.1,99.9,26.1,0.0,104.4,102.8,102.0,-0.9
Cc1ccc(OCCCN2CCOCC2)c([N+](=O)[O-])c1,101.0,97.8,-32.0,8.0,95.8,85.1,98.0,19.0
c1ccc2c(c1)[nH]c1ccccc12,109.4,102.4,.,0.0,98.9,104.5,99.1,-19.8
O=C(CCc1nc2ccccc2c(=O)[nH]1)Nc1nnc(SCc2ccccc2F)s1,103.1,97.8,-6.7,0.0,100.3,103.9,97.3,14.9
COc1cccc(CC2CC(=O)N(c3ccc4c(C)cc(=O)oc4c3)C2=O)c1 (stereo unspecified),94.8,98.8,0.7,2.0,95.4,104.4,105.1,-4.5
O=C(COC(=O)c1nn(-c2ccccc2C(F)(F)F)cc1O)c1ccc(OC(F)F)cc1,91.6,96.4,22.4,0.0,97.9,101.2,100.5,8.6
O=C(c1ccc(F)cc1)C1CCN(Cc2cn[nH]c2-c2ccc(F)cc2)CC1,107.1,101.1,-9.3,4.0,91.5,99.2,103.7,-4.6
Cc1ccc(Cl)cc1NC(=O)CCCN1C(=O)c2cccnc2C1=O,103.9,97.8,2.2,1.0,109.2,107.9,110.9,4.3
COc1ccc(C(CNC(=O)c2cccc(S(=O)(=O)Nc3cccc(C)c3)c2)N2CCOCC2)cc1 (stereo unspecified),93.7,99.5,-19.7,0.0,88.5,105.0,103.5,3.4
Cc1cc(Cl)ccc1Oc1cccc(C(=O)/C(C#N)=C/N(C)C)c1,98.8,92.5,-0.5,5.0,76.2,110.5,92.3,10.8
CC(C)c1ccc(NC(=S)NNc2ccc(Cl)c(C(=O)O)c2)cc1,101.8,101.9,16.5,0.0,111.2,110.8,111.6,-4.7
CCc1nc2cc(Cl)c(Cl)cc2nc1CC,97.1,99.0,-15.0,2.0,98.0,107.9,105.5,-0.2
Cc1ccc(NC(=O)COC(=O)CCc2ccc(S(=O)(=O)N3CCOCC3)cc2)cc1F,95.7,87.8,-0.8,0.0,86.2,88.0,88.8,14.8
COc1ccc(/C=C2/C(=O)N(c3ccccc3)N=C2C)cc1Br,94.7,101.5,-2.4,4.0,100.3,96.4,95.0,8.7
CC(C)OC(=O)C(C#N)c1nc2ccccc2nc1N1CCCC1 (stereo unspecified),100.0,93.2,-1.9,1.0,104.4,115.7,99.6,-16.2
CSC1=NSC2=NC(=O)/C(=C/c3coc4ccccc4c3=O)C(=N)N12,112.0,94.9,0.0,5.0,63.4,115.2,71.5,-147.4
COc1cc(/C=N/NC(N)=O)cc([N+](=O)[O-])c1O,111.6,111.0,0.9,1.0,129.5,73.7,106.5,-8.5
O=C(COc1ccc(Cl)cc1)NCc1cn2cc(Cl)ccc2n1,105.7,104.4,-3.9,1.0,99.3,94.1,107.2,-2.0
CC(C)(C)Nc1nc(Cl)nc(NC(C)(C)C)n1,107.8,99.2,-2.4,0.0,91.6,93.1,94.6,-1.6
Cc1cc(NC(=O)CS(=O)(=O)c2c[nH]c3ccccc23)no1,101.3,105.8,-0.5,4.0,96.5,96.5,103.8,-11.6
COC(=O)c1cc(OC)c(OC)cc1N,95.3,95.3,34.8,1.0,92.7,89.1,88.4,16.2
COc1cccc(/C=N/NC(=O)CSc2ccccc2C)c1O,78.8,106.6,-7.5,0.0,107.6,91.1,107.9,9.8
C/C(=N\NC(N)=O)C1(C)CCCCC1,106.3,100.4,?,0.0,105.8,98.2,106.4,3.9
Cc1ccc(C(=O)N/C(=C\c2cccs2)C(=O)NC2CCCCC2)cc1,105.6,100.0,-0.1,0.0,100.9,101.2,107.5,15.6
O=C(CSc1nc2ccccc2[nH]1)c1ccc(Cl)s1,101.3,92.0,5.3,3.0,92.7,120.2,92.7,5.1
Cc1cccc(NC(=O)COc2ccc(Br)cc2/C=N/O)c1,97.6,105.0,3.1,0.0,97.1,107.4,99.0,11.0
CCOc1c(CNCc2ccc(C(=O)O)cc2)cccc1OC,94.4,93.3,5.5,0.0,98.1,96.8,100.2,1.5
COc1cccc(NC(=O)C2C3C=CC4(O3)C2C(=O)N(CCCN2CCC(C)CC2)C4C(=O)NC2CCCCC2)c1 (stereo unspecified),98.3,96.0,3.6,0.0,102.2,93.0,101.4,15.4
CC1(OC(=O)c2cccs2)C(=O)C=C2C=C(c3ccc(C#N)cc3)OC=C2C1=O (stereo unspecified),91.7,102.9,7.5,5.0,89.4,128.0,81.7,-16.6

# Reprinted at random: 3 entries already listed, in no set order.
SMILES,MEP2-GFP yeast,RPL19A-GFP yeast,GASC-1 inh,GRK2 aptamer HTS,CIT2 TOR yeast,LAP4-GFP MLPCN,AGP1-GFP MLPCN,VLA-4 inh
COc1cccc(/C=N/NC(=O)CSc2ccccc2C)c1O,78.8,106.6,-7.5,0.0,107.6,91.1,107.9,9.8
Cc1cc(NC(=O)CS(=O)(=O)c2c[nH]c3ccccc23)no1,101.3,105.8,-0.5,4.0,96.5,96.5,103.8,-11.6
Cc1ccc(NC(=O)COC(=O)CCc2ccc(S(=O)(=O)N3CCOCC3)cc2)cc1F,95.7,87.8,-0.8,0.0,86.2,88.0,88.8,14.8

# (next part)
SMILES,MEP2-GFP yeast,RPL19A-GFP yeast,GASC-1 inh,GRK2 aptamer HTS,CIT2 TOR yeast,LAP4-GFP MLPCN,AGP1-GFP MLPCN,VLA-4 inh
Cc1ccc2c(c1)C(C)CC(C)(C)N2C(=O)CN1CCN(C)CC1 (stereo unspecified),107.9,103.8,0.0,0.0,106.9,105.0,102.2,-2.7
COc1cccc(NC(=O)c2cc(OC)c(OC)c(OC)c2Br)c1,91.2,97.5,-2.8,2.0,89.8,97.0,96.2,14.8
Cc1cccc2[nH]c3c(N4CCN(C(=O)c5ccco5)CC4)ncnc3c12,96.6,94.9,-5.4,0.0,88.6,92.9,94.5,-2.7
O=c1sc2ccccc2c(=O)n1Cc1ccccc1F,95.7,89.3,-1.0,2.0,89.2,92.6,91.5,-1.3
